Source: PubChem BioAssay (Sanford-Burnham Center for Chemical Genomics)
SENP8 block-1: SENP8 (human) protease inhibition | 360,000 tested, 0.64% active | recombinant SENP8, Nedd8 substrate fluorescence | Q96LD8 | inhibition, % at 20 µM | AID 602440; in the data active = inhibition mostly above about 40%, no sharp cut-off; inactive = mostly below about 27%
Apaf-1 inh: inhibitors of human Apaf-1 apoptosome; reconstituted apoptosome caspase-3 activity, DEVD-Rh110 fluorescence; inhibition, % at 20 µM; 330,000 tested, 0.71% active; AID 489030; active = inhibition of at least 40% at 20 µM;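 note: plate controls were DMSO wells for no effect and DEVD-CHO caspase inhibitor wells for full effect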
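Medium: Hepes buffer, pH 7.5 / System: biochemical Apaf-1 apoptosome reconstitution / Measured by: Rh110 fluorescence, excitation 480 nm, emission 540 nm / Times: compound with Apaf-1, dATP, procaspase-3 30 min, then 50 min reaction, room temperature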
SENP7 block: inhibitors of human SENP7 protease. Q9BQF6. recombinant SENP7, Z-RLRGG-aminoluciferin luminescence, 40 min. inhibition, % at 5 µM. 330,000 tested, 1.5% active. AID 434973;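 active = inhibition above about 50% at the single test dose, limit read from the data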;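 note: plate controls were DMSO with enzyme for no effect and no enzyme buffer wells for full effect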
Target sequence (Q9BQF6 706-1050 limits assumed): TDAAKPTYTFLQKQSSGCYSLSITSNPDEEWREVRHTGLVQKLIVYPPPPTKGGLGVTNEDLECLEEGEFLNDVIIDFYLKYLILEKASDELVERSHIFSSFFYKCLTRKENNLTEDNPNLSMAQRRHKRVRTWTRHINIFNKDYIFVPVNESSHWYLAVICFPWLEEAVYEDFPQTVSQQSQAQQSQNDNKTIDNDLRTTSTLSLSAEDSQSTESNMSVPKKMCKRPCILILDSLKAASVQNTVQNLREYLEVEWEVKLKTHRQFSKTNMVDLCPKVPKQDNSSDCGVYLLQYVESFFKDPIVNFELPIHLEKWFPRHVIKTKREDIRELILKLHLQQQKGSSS
HKDC1 inhibitor: HKDC1 (human) hexokinase inhibition. recombinant HKDC1, G6PDH/diaphorase resazurin coupled fluorescence. inhibition, % at 20 µM. 340,000 tested, 0.16% active. Q2TB90;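 active = inhibition above about 35% when tested at 20 µM, limit read from the data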;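 note: plate controls were DMSO wells with enzyme for no effect and DMSO wells lacking enzyme for full effect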
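Incubation: 90 min at room temperature in dark / Material: recombinant HKDC1 (HK5) hexokinase enzyme, produced in-house / Quantity: enzyme 5 µg/mL final / Compound: one dose of 20 µM, 1% DMSO / Reagent: glucose and ATP substrates / Buffer or medium: Tris pH 8.0 buffer with MgCl2, Tween-20, BSA, BME / Technique: resorufin fluorescence at 613 nm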
NALP3 yeast inh: blocks the NALP3 inflammasome reconstituted in yeast. Yeast reconstituted NLRP3/ASC/caspase-1, beta-gal luminescence, 24 h. inhibition, % at 10 µM. 330,000 tested, 0.39% active;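 active = inhibition of 50% or more; inactive = inhibition below 50%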;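 note: plate controls were induced DMSO wells for no effect and uninduced yeast grown without galactose for full effect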
PfGluPho inh: PfG6PD (Plasmodium falciparum) enzyme inhibition; PfGluPho enzyme, NADPH resazurin-diaphorase fluorescence; inhibition, % at 20 µM; 350,000 tested, 0.78% active; AID 504690;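 active = inhibition reaching at least a set limit at 20 µM in the primary screen, cut at about 59% in these data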;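 note: 0% = DMSO wells with substrate and 100% = DMSO wells lacking glucose-6-phosphate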
SENP6 inh: inhibitors of human SENP6 protease | inhibition, % at 10 µM | Q9GZR1 | Recombinant SENP6 catalytic domain, aminoluciferin luminescence | AID 2599 | 330,000 tested, 1.8% active;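 active = inhibition above about 50% at the single tested dose, limit read from the data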;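 note: plate controls were DMSO wells with enzyme for no effect and DMSO wells lacking enzyme for full effect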
Target sequence (Q9GZR1 628-1112 limits assumed): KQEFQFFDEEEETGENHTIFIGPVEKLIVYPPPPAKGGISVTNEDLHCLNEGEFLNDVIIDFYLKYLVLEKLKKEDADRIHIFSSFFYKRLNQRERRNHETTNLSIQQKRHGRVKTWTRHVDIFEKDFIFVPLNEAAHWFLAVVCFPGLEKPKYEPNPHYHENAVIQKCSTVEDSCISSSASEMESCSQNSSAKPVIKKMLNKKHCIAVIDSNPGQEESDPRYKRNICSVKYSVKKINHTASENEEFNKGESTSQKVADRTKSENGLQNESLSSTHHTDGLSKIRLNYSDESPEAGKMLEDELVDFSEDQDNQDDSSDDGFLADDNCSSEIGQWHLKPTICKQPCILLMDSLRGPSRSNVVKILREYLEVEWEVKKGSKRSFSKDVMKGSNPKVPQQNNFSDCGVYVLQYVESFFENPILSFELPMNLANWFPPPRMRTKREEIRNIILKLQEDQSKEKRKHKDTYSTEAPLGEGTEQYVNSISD
SENP8 block-2: SENP8 protease inhibition; purified SENP8, Z-RLRGG-aminoluciferin cleavage, luminescence; inhibition, % at 10 µM; 330,000 tested, 1.2% active; AID 2540; in the data active = inhibition above about 50%
SENP1 inh: inhibitors of human SENP1 SUMO protease catalytic domain | Q9P0U3 | recombinant SENP1 catalytic domain, CyPet-SUMO1-YPet FRET cleavage | inhibition, % at 10 µM | 360,000 tested, 0.21% active | AID 624204;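 active = inhibition at least 30% at 10 µM, raw YFP signal under a set limit, fluorescence ratio 0.5 to 1.5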;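 note: 0% = enzyme with DMSO and 100% = no enzyme wells; some results filed as inactive read as strong as hits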
Target sequence (Q9P0U3 419-644 limits assumed): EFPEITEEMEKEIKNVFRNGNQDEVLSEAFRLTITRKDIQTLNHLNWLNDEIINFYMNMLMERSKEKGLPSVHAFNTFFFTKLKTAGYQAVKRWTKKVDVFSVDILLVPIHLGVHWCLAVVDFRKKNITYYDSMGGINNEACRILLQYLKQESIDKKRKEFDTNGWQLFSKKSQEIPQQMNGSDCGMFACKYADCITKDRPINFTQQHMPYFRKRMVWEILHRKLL
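Material: hSENP1 catalytic domain, recombinant; medium: Tris pH 8 with BME, BSA, NP40 and catalase; compound: single concentration of 10 µM compound, 0.5% DMSO final; technique: FRET read of cyan and yellow fluorescence; timing: 50 min enzyme reaction, room temperature, light-protected; reagent: SFCypet-SUMO1-SFYpet substrate at 25 nM; control set: no-enzyme low, enzyme-DMSO high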
Active calls of the source: *.

Screening CCOc1ccc(S(=O)(=O)NCCC(=O)NCCOc2ccccc2OC)cc1 returned SENP8 block-1 10, Apaf-1 inh 11, SENP7 block 4, HKDC1 inhibitor 2, NALP3 yeast inh 10, PfGluPho inh -7, SENP6 inh -5, SENP8 block-2 2 and SENP1 inh 1.
Screening COc1ccc(C(=O)NC2CCN(C(=S)Nc3ccc(C)cc3)CC2)cc1 returned SENP8 block-1 17, Apaf-1 inh 5, SENP7 block -8, HKDC1 inhibitor 11, NALP3 yeast inh 16, PfGluPho inh -1, SENP6 inh -3, SENP8 block-2 -4 and SENP1 inh 3.
`N=c1c(C(=O)NC2CCCCC2)cc2c(=O)n3ccccc3nc2n1Cc1cccnc1` gave SENP8 block-1 -306, Apaf-1 inh -1, SENP7 block 6, HKDC1 inhibitor -5, NALP3 yeast inh 2, PfGluPho inh 12, SENP6 inh -2, SENP8 block-2 -3 and SENP1 inh -25.
Screening Cc1csc(Nc2ccc(Cl)cc2)n1 returned SENP8 block-1 -4, Apaf-1 inh -14, SENP7 block 2, HKDC1 inhibitor -5, NALP3 yeast inh 5, PfGluPho inh 22, SENP6 inh -14, SENP8 block-2 -18 and SENP1 inh 3.
COc1ccc(Cc2nnc(NC(=O)CSc3ccccc3)s2)cc1OC was read as SENP8 block-1 14, Apaf-1 inh 7, SENP7 block -5, HKDC1 inhibitor -10, NALP3 yeast inh 2, PfGluPho inh -2, SENP6 inh 8, SENP8 block-2 7 and SENP1 inh 2.
`c1ccc(CN2CCC3(CC2)Nc2ccccc2S3)cc1` gave SENP8 block-1 8, Apaf-1 inh -2, SENP7 block -7, HKDC1 inhibitor 9, NALP3 yeast inh 35, PfGluPho inh -8, SENP6 inh -3, SENP8 block-2 -8 and SENP1 inh 0.
CCCCN1C(=O)c2ccc(C(=O)Nc3ccccc3N3CCOCC3)cc2C1=O was read as SENP8 block-1 12, Apaf-1 inh 18, SENP7 block 1, HKDC1 inhibitor -5, NALP3 yeast inh 9, PfGluPho inh 8, SENP6 inh -3, SENP8 block-2 -13 and SENP1 inh 0.
For COC(=O)c1cc(CN2CCN(c3ccccc3)CC2)ccc1O the results were SENP8 block-1 7, Apaf-1 inh -3, SENP7 block -8, HKDC1 inhibitor -5, NALP3 yeast inh -19, PfGluPho inh -4, SENP6 inh 0, SENP8 block-2 -12 and SENP1 inh 0.
For COC(=O)c1ccccc1NC(=O)NCCc1ccccc1OC the results were SENP8 block-1 -289, Apaf-1 inh 4, SENP7 block 5, HKDC1 inhibitor -11, NALP3 yeast inh 6, PfGluPho inh 4, SENP6 inh 7, SENP8 block-2 -3 and SENP1 inh 0.
COc1ccc(NC(=O)c2cc(C)no2)cc1Cl was read as SENP8 block-1 8, Apaf-1 inh 3, SENP7 block -12, HKDC1 inhibitor 5, NALP3 yeast inh 27, PfGluPho inh -9, SENP6 inh 0, SENP8 block-2 -12 and SENP1 inh 0.
For Cc1cc(C(=O)Nc2ccon2)ccc1[N+](=O)[O-] the results were SENP8 block-1 7, Apaf-1 inh -15, SENP7 block -3, HKDC1 inhibitor -4, NALP3 yeast inh 1, PfGluPho inh 8, SENP6 inh 3, SENP8 block-2 8 and SENP1 inh 2.
CCOC(=O)/C(C#N)=C/c1c(N2CCN(c3ccccc3)CC2)nc2ccccn2c1=O was read as SENP8 block-1 -24, Apaf-1 inh 31, SENP7 block 4, HKDC1 inhibitor 7, NALP3 yeast inh 27, PfGluPho inh 7, SENP6 inh -17, SENP8 block-2 -2 and SENP1 inh -14.
`Cc1ccc(NC(=O)c2cc3ccccc3cc2O)cc1` gave SENP8 block-1 -50, Apaf-1 inh 12, SENP7 block 50, HKDC1 inhibitor 5, NALP3 yeast inh 27, PfGluPho inh 18, SENP6 inh 45, SENP8 block-2 15 and SENP1 inh -23.
For O=C(CSCc1nc2ccccc2[nH]1)N1CCN(c2ccc(F)cc2)CC1 the results were SENP8 block-1 -97, Apaf-1 inh 0, SENP7 block 7, HKDC1 inhibitor 0, NALP3 yeast inh 7, PfGluPho inh -6, SENP6 inh -3, SENP8 block-2 0 and SENP1 inh -22.
Screening Cc1ccc(C(=O)Nc2cccnc2Oc2ccc(Cl)cc2)cc1 returned SENP8 block-1 8, Apaf-1 inh 11, SENP7 block 4, HKDC1 inhibitor -1, NALP3 yeast inh 26, PfGluPho inh 7, SENP6 inh -25, SENP8 block-2 -2 and SENP1 inh -1.
`CC(C)COCC1CC2(CC(C)C(=O)CC2=O)C(=O)O1` (stereo unspecified) gave SENP8 block-1 14, Apaf-1 inh 3, SENP7 block -1, HKDC1 inhibitor -9, NALP3 yeast inh 14, PfGluPho inh -23, SENP6 inh -2, SENP8 block-2 1 and SENP1 inh 1.
`C=C(C)C1CC=C(CN2CCN(Cc3ccccc3)CC2)CC1` (stereo unspecified) gave SENP8 block-1 9, Apaf-1 inh -3, SENP7 block -5, HKDC1 inhibitor 1, NALP3 yeast inh 19, PfGluPho inh -3, SENP6 inh -6, SENP8 block-2 7 and SENP1 inh 1.
Screening CCOC(=O)/C=C/C(=O)Nc1ccccc1-c1ccccc1NC(=O)/C=C/C(=O)OCC returned SENP8 block-1 12, HKDC1 inhibitor -8, PfGluPho inh 8 and SENP1 inh 3.
`CCOC(=O)C1CCN(C(=O)COc2ccc(N(C)S(=O)(=O)c3cccs3)cc2)CC1` gave SENP8 block-1 16, Apaf-1 inh 4, SENP7 block 4, HKDC1 inhibitor 1, NALP3 yeast inh -10, PfGluPho inh 4, SENP6 inh -1, SENP8 block-2 5 and SENP1 inh 3.
For Cc1ccc(C)c(OCCCC(=O)Nc2nccs2)c1 the results were SENP8 block-1 26, Apaf-1 inh 11, SENP7 block 6, HKDC1 inhibitor 5, NALP3 yeast inh -3, PfGluPho inh 6, SENP6 inh -3, SENP8 block-2 6 and SENP1 inh 0.
Screening C#CC1(NC(=O)NC(C)C)CCCCC1 returned SENP8 block-1 5, Apaf-1 inh 2, SENP7 block 4, HKDC1 inhibitor -15, NALP3 yeast inh -17, PfGluPho inh -8, SENP6 inh 8, SENP8 block-2 5 and SENP1 inh 0.
CCC(=O)Nc1ccc(C(=O)CSc2nnc(-c3ccc(O)cc3)n2CC2CCCO2)cc1OC (stereo unspecified) was read as SENP8 block-1 6, Apaf-1 inh -7, SENP7 block -3, HKDC1 inhibitor -1, NALP3 yeast inh 8, PfGluPho inh 2, SENP6 inh 8, SENP8 block-2 0 and SENP1 inh 1.
For CCOC(=O)NC(=O)/C(C=Nc1ccc(Cl)cc1)=C(\C)O the results were SENP8 block-1 3, Apaf-1 inh -3, SENP7 block -1, HKDC1 inhibitor -9, NALP3 yeast inh 7, PfGluPho inh 14, SENP6 inh 4, SENP8 block-2 -7 and SENP1 inh 0.
`CCOC(CCn1ccc(O)c(Cc2ccc(Cl)cc2)c1=O)OCC` gave SENP8 block-1 22, Apaf-1 inh 9, SENP7 block -8, HKDC1 inhibitor -2, NALP3 yeast inh 10, PfGluPho inh 9, SENP6 inh -3, SENP8 block-2 0 and SENP1 inh 0.
Cc1cc(C(=O)COC(=O)C2=NNC(=O)CC2)c(C)n1-c1ccccc1 was read as SENP8 block-1 18, Apaf-1 inh -15, SENP7 block 7, HKDC1 inhibitor -14, NALP3 yeast inh -16, PfGluPho inh 4, SENP6 inh 1, SENP8 block-2 -4 and SENP1 inh 0.
`COc1ccc(-c2noc(CN(C)C3CCOCC3)n2)cc1` gave SENP8 block-1 6, Apaf-1 inh -10, SENP7 block -2, HKDC1 inhibitor 2, NALP3 yeast inh 12, PfGluPho inh -23, SENP6 inh 8, SENP8 block-2 11 and SENP1 inh 1.
Screening O=C(N/N=C/c1cnc2ccccc2n1)c1cccc(F)c1 returned SENP8 block-1 1, Apaf-1 inh -3, SENP7 block 5, HKDC1 inhibitor 4, NALP3 yeast inh 24, PfGluPho inh 4, SENP6 inh 2, SENP8 block-2 -2 and SENP1 inh -1.
`CC(=O)Nc1cccc(C(=O)/C=C/c2ccc(/C=C/C(=O)c3cccc(NC(C)=O)c3)cc2)c1` gave Apaf-1 inh 12, SENP7 block -3, NALP3 yeast inh 15, SENP6 inh 4 and SENP8 block-2 -6.
Screening COc1ccc(NS(=O)(=O)c2ccc(C(=O)Nc3c(C)n(C)n(-c4ccccc4)c3=O)cc2)cc1 returned SENP8 block-1 17, Apaf-1 inh -4, SENP7 block 4, HKDC1 inhibitor -8, NALP3 yeast inh -2, PfGluPho inh -8, SENP6 inh -2, SENP8 block-2 4 and SENP1 inh 1.
Screening Cc1ccc(NS(=O)(=O)c2ccc(C(=O)NCC(c3ccco3)N(C)C)cc2)cc1 (stereo unspecified) returned SENP8 block-1 -17, Apaf-1 inh 3, SENP7 block 5, HKDC1 inhibitor -4, NALP3 yeast inh 3, PfGluPho inh -6, SENP6 inh 1, SENP8 block-2 -4 and SENP1 inh -6.
For O=S(=O)(Nc1cccc(-c2nnco2)c1)c1ccc(Cl)cc1 the results were SENP8 block-1 13, Apaf-1 inh -3, SENP7 block -5, HKDC1 inhibitor -4, NALP3 yeast inh 5, PfGluPho inh 19, SENP6 inh -7, SENP8 block-2 -14 and SENP1 inh 3.
For CCNC(=S)N1CCC(C(=O)c2ccc3c(c2)OCCO3)CC1 the results were SENP8 block-1 0, Apaf-1 inh -6, SENP7 block 5, HKDC1 inhibitor -6, NALP3 yeast inh -43, PfGluPho inh -3, SENP6 inh 9, SENP8 block-2 5 and SENP1 inh 1.
CC(C)(C)[C@H]1C=C(C(=O)NC2CC2)O[C@@H](OCCCCO)C1 was read as SENP8 block-1 27, Apaf-1 inh -5, SENP7 block -6, HKDC1 inhibitor -9, NALP3 yeast inh 16, PfGluPho inh 15, SENP6 inh -20, SENP8 block-2 4 and SENP1 inh 1.
Screening Cc1ccc(C(=O)c2cc3c(cc2N)OCCO3)cc1 returned SENP8 block-1 25, Apaf-1 inh 3, SENP7 block 0, HKDC1 inhibitor 2, NALP3 yeast inh 5, PfGluPho inh 5, SENP6 inh -4, SENP8 block-2 -4 and SENP1 inh 5.

Copied from the entries so far, 3 compounds:
Screening C#CC1(NC(=O)NC(C)C)CCCCC1 returned SENP8 block-1 5, Apaf-1 inh 2, SENP7 block 4, HKDC1 inhibitor -15, NALP3 yeast inh -17, PfGluPho inh -8, SENP6 inh 8, SENP8 block-2 5 and SENP1 inh 0.
CCC(=O)Nc1ccc(C(=O)CSc2nnc(-c3ccc(O)cc3)n2CC2CCCO2)cc1OC (stereo unspecified) was read as SENP8 block-1 6, Apaf-1 inh -7, SENP7 block -3, HKDC1 inhibitor -1, NALP3 yeast inh 8, PfGluPho inh 2, SENP6 inh 8, SENP8 block-2 0 and SENP1 inh 1.
For CCOC(=O)NC(=O)/C(C=Nc1ccc(Cl)cc1)=C(\C)O the results were SENP8 block-1 3, Apaf-1 inh -3, SENP7 block -1, HKDC1 inhibitor -9, NALP3 yeast inh 7, PfGluPho inh 14, SENP6 inh 4, SENP8 block-2 -7 and SENP1 inh 0.
